D2 antag: antagonizes the human D2 dopamine receptor. P14416. HEK293 TREx D2 cells, calcium flux, dopamine EC80. inhibition, % at 10 µM. 2% of 340,000 active. AID 485344; in the data active = inhibition above about 30%; note: 0% is about no effect
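Tetracycline-induced HEK293 TREx cells expressing D2 receptor forced-coupled to calcium signalling, loaded with no-wash calcium dye. Compounds added and calcium flux read 180 s, then dopamine added at EC80 and read a further 180 s.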
TRHR ag: TRH receptor (human) agonism; P34981; TRHR cells, calcium flux fluo-8, FDSS agonist mode; activation, % at 2 µM; 0.18% of 360,000 active; AID 493084; note: 0% is about no effect
Target sequence (P34981 whole entry, looked up): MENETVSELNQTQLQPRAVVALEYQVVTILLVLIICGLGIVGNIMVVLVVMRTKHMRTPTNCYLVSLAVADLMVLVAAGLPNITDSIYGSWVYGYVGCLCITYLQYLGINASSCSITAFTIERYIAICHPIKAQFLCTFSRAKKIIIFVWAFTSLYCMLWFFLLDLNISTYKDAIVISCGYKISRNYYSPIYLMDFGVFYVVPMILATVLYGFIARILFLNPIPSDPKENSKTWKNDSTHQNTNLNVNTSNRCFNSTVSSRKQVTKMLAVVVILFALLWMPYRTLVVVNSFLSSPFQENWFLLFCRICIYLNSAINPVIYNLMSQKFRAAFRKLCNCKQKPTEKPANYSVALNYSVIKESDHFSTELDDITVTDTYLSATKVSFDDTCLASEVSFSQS
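Agonist-mode FDSS calcium read (Ex 480/Em 530, 1 s cycles) in 1536-well TRHR cells with fluo-8 dye, after 10-cycle baseline and 23 nL compound addition; TRH at EC20 (10 nM final) added afterwards for the enhancer phase.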
D1 potentiator: potentiators of human D1 dopamine receptor. P21728. HEK293 TREx D1 cells, calcium flux, dopamine EC20 potentiation. potentiation, % at 10 µM. 0.036% of 360,000 active; in the data active = potentiation above about 30%; note: 0% is about no effect
Target sequence (P21728 whole entry, looked up): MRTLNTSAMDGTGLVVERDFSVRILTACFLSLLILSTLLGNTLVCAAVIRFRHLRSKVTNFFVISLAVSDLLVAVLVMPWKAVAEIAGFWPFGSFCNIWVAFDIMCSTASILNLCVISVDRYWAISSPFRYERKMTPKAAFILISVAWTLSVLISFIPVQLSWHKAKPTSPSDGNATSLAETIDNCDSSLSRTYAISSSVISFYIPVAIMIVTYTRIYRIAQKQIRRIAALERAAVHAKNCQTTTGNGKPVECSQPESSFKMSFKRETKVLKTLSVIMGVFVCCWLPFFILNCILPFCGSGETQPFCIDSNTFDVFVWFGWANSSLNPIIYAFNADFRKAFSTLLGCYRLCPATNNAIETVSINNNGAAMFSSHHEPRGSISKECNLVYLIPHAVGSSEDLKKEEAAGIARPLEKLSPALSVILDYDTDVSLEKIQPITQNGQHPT
D2 agonist: D2 dopamine receptor (human) agonism; P14416; HEK293 T-REx D2 cells, calcium flux agonist mode; activation, % at 2 µM; 0.53% of 340,000 active; AID 485358;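 active = activation over 3 SD above normal in the single-dose calcium agonist read, cut at about 30% in these data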; note: 0% is about no effect
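Calcium-flux readout, 1 cycle/sec over 180 s following compound pin transfer, in inducible HEK293 Trex D2 cells (force-coupled); dopamine controls included. Positive calcium responses during this window marked compounds as potential agonists.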
D1 antagonist: human D1 dopamine receptor antagonism | P21728 | HEK293 TREx D1 cells, calcium flux, dopamine EC80; active compounds read low | activity change, negative = inhibition, % at 10 µM | 3.2% of 360,000 active | AID 504652; in the data active = activity change below about -30%; note: % is set by controls: 0 for no effect and ±100 for the full control effect
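Antagonism measured as reduced calcium response to an EC80 dopamine addition following 180 s compound pre-read; cells were inducible HEK293 Trex D1 plated overnight at 30 C, read kinetically at 1 cycle/sec.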
D1 ag: activates the human D1 dopamine receptor; P21728; HEK293 T-REx D1 cells, calcium flux, agonist mode; activation, % at 2 µM; 1% of 360,000 active; AID 504660; note: 0% is about no effect
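Agonism was scored from calcium flux recorded over 180 s (1 read/s) after pintool compound addition, following a 10-cycle baseline. Cells were inducible force-coupled HEK293 TREx D1, plated overnight at 30 C and loaded with no-wash calcium dye.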
RXFP1 antagonist: antagonists of human relaxin receptor RXFP1. Q9HBX9. HEK293-RXFP1, relaxin-stimulated cAMP HTRF, 30 min; active compounds read low. activity change, negative = inhibition, % at 57.5 µM. 0.59% of 350,000 active. AID 1259400;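 active = activity change of -60% or lower, but not beyond a set lower limit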; note: % is set by controls: 0 for no effect and ±100 for the full control effect
D2 potentiator: D2 dopamine receptor (human) potentiation; P14416; HEK293 T-REx D2, calcium flux, EC20 dopamine potentiation; potentiation, % at 10 µM; 0.34% of 340,000 active; AID 485347;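 active = potentiation over 3 SD above the plate norm, cut at about 30% in these data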; note: 0% is about no effect
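Potentiation of an EC20 dopamine calcium response measured kinetically over 180 s, after a preceding 180 s compound-only read flagging agonists. Cells: inducible Hek293 Trex D2 line, 4000/well, cultured overnight at 30 C before dye loading.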
TRHR enhancer: allosterically enhances the human TRH receptor; TRHR cells, fluo-8 calcium fluorescence, EC20 TRH enhancement; 0.66% of 360,000 active; enhancement, % at 2 µM; AID 493056; in the data active = enhancement above about 30%; note: 0% is about no effect
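TRHR-expressing cells loaded with fluo-8 calcium dye were read kinetically (ex 480/em 530) during compound addition, then stimulated with an EC20 of TRH (10 nM final). Enhancement of the Gq-mediated intracellular calcium response was scored.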
The depositor's hits bear a star; / = not tested or not shown; & = joins results of further samples. Cut-off read from the data, not from the text of the source, unless noted: active = activation above about 30%; inactive = the rest. Rows are unselected; about 7.3% have a hit in one of these screens.

SMILES	D2 antag	TRHR ag	D1 potentiator	D2 agonist	D1 antagonist	D1 ag	RXFP1 antagonist	D2 potentiator	TRHR enhancer
CCOC(=O)C1=C(CSc2nc3c(cc2C#N)CN(C)CC3)OC(N)=C(C#N)C1c1ccncc1 (configuration not stated)	-14	1.5	-2	1.1	-1	3	4	-6	-4
CNc1ncc(C(=O)c2ccc(Cl)c(Cl)c2)s1	8	0.6	-2	0.6	5	2	3	15	-5
Cc1ccc(C)c(N2CCN(c3ncnc4c3nc3n4CCCC3)CC2)c1	/	-0.7	5	-0.6	-11	0	-2	/	-3
CC1CN(S(=O)(=O)c2cccc(-c3csc(-c4ccccc4)n3)c2)CC(C)O1 (configuration not stated)	/	0.7	-3	/	-13	2	-19	/	1
COCCN(CCOC)S(=O)(=O)c1ccc(NC(=O)c2cnccn2)cc1	17	0.2	-8	0.3	-4	3	4	14	-10
CCc1nc2ccc(C(=O)NCCc3ccc(OC)c(OC)c3)cc2nc1CC	-1	0.4&-0.9	-6&0	-0.4	-10&0	4&1	3&-27	3&-3	-2&0
Cc1cc(C)cc(-n2ccn(CC(=O)Nc3cc(C)ccc3C)c(=O)c2=O)c1	/	0.2	-5	0.7	-12	10	13	-1	4
CCOc1ccc(C(=O)Nc2ccccc2N2CCOCC2)cc1	-13	0.7	-6	0.6	2	1	-7	21	-9
O=C(NC(Cc1c[nH]c2ccccc12)C(=O)O)c1ccccc1 (configuration not stated)	5	-1.5	-12	0.1	2	4	3	5	0
Cc1cc(C(=O)NCCCN2CCN(c3cc(Cl)ccc3C)CC2)n(-c2ccccc2)n1	47*	-1.4	2	-2.1	-7	2	0	-28	-9
COc1cccc(-n2c(=O)c3cc(OC)c(OC)cc3n(CC(=O)Nc3ccc(F)cc3)c2=O)c1	/	0.2	-1	0.8	-15	0	/	25	0
Cc1ccc(N2CN=c3s/c(=C\c4cccnc4)c(=O)n3C2)cc1	-9	0.2	-4	-0.5	18	1	-8	-4	0
Cc1nc(N2CCOCC2)nc(OCCN(C)C)c1[N+](=O)[O-]	0	0.0	2	0.7	10	1	1	13	4
CN(C(=O)CS(=O)(=O)Cc1ccccc1Cl)c1ccccc1	3	1.0	-1	0.5	-1	0	7	-12	6
CCn1ccnc1CN1CCc2c([nH]c3ccccc23)C1CC(C)C (configuration not stated)	-1	0.7	-4	4.7	2	2	4	8	-4
Cc1cc(C)cc(-n2c(SCC(=O)Nc3ccccc3)nc3c(oc4ccccc43)c2=O)c1	/	1.2	-2	0.8	-6	2	/	5	-3
CC(Sc1nnc(-c2ccco2)n1C)C(=O)Nc1ccc(N2CCOCC2)cc1 (configuration not stated)	0	-0.1	-5	0.3	30	0	-5	-2	-2
CN(C)C=C1C(=O)c2ccccc2C1=O	-2	0.2	-4	0.3	0	3	-22	-1	2
C=CCOc1ccc(CNCc2cccnc2)cc1OCC	-9	-0.1	2	-1.0	-2	4	-5	15	0
O=S(=O)(c1cccc2nsnc12)N1CCc2ccccc2C1	-19	-0.4	-1	-1.3	-11	0	-5	10	-10
COc1ccc(NC(=O)CCNC(=O)Cn2ccc3ccccc3c2=O)cc1Cl	16	-0.4	10	-1.3	10	1	-4	0	19
CCc1nnc(/N=C/c2c(O)n(-c3ccc(Cl)cn3)c(=O)c3ccccc23)s1	9	0.1	1	1.1	22	4	2	6	5
CCc1ccc(NC(=O)c2cnc3c(-c4ccccc4)c(C)nn3c2C)cc1	/	0.4	-1	0.4	1	4	-36	11	0
O=C(CCCN1C(=O)/C(=C/c2ccccc2)SC1=S)Nc1ccccc1O	8	0.4	-6	2.8	-27	5	-28	-1	-8
Cc1cccc(NC(=O)c2cc3c(=O)n(Cc4ccco4)ccc3nc2C)c1	/	-0.4	2	-0.4	-26	0	3	8	0

Record cards, as listed above. Order of values: D2 antag, TRHR ag, D1 potentiator, D2 agonist, D1 antagonist, D1 ag, RXFP1 antagonist, D2 potentiator, TRHR enhancer
O=C(CCCN1C(=O)/C(=C/c2ccccc2)SC1=S)Nc1ccccc1O is listed with 8, 0.4, -6, 2.8, -27, 5, -28, -1, -8
Cc1cc(C(=O)NCCCN2CCN(c3cc(Cl)ccc3C)CC2)n(-c2ccccc2)n1 is listed with 47*, -1.4, 2, -2.1, -7, 2, 0, -28, -9
CCn1ccnc1CN1CCc2c([nH]c3ccccc23)C1CC(C)C (configuration not stated) is listed with -1, 0.7, -4, 4.7, 2, 2, 4, 8, -4
O=C(NC(Cc1c[nH]c2ccccc12)C(=O)O)c1ccccc1 (configuration not stated) is listed with 5, -1.5, -12, 0.1, 2, 4, 3, 5, 0
Cc1cccc(NC(=O)c2cc3c(=O)n(Cc4ccco4)ccc3nc2C)c1 is listed with /, -0.4, 2, -0.4, -26, 0, 3, 8, 0

The list goes on.
SMILES	D2 antag	TRHR ag	D1 potentiator	D2 agonist	D1 antagonist	D1 ag	RXFP1 antagonist	D2 potentiator	TRHR enhancer
O=C(Cn1nnc(-c2ccncc2)n1)Nc1ccc2c(c1)CCC2	-3	0.7	-8	0.8	-1	1	-8	3	1
O=C(CSc1nnc(-c2cccnc2)o1)Nc1ccccc1F	-10	0.4	-8	-0.9	-10	0	-3	-2	-13
Cc1noc(NS(=O)(=O)c2ccc(NC(=O)CSc3nc4c(cc3C#N)CCCCC4)cc2)c1C	/	-0.8	-1	/	-5	-1	24	/	6
Cc1cc(C)c(S(=O)(=O)N2CCN(C(=O)c3c(C)noc3C)CC2)c(C)c1	23	0.8	-1	0.2	16	2	3	0	0
COc1ccc(OC)c(CNC(=O)c2ccc3nc(C(C)C)oc3c2)c1	/	-0.3	-1	-0.7	-14	1	-26	0	0
COc1ccc(NC(=O)[C@H](C)NC(=O)C2CCN(S(=O)(=O)c3ccc(C)cc3)CC2)cc1OC	16	-0.1	-1	0.0	8	3	-1	8	2
O=C(NCCc1cccc(Cl)c1)c1cccc([N+](=O)[O-])c1	3	-1.6	-4	-1.0	-42*	4	-3	-4	-3
CCOC(=O)N1CCN(S(=O)(=O)c2ccc(OC)c(Br)c2)CC1	0	-0.3	-10	-0.4	-5	0	2	8	8
Cc1c(NC(=O)Nc2ccc(Cl)cc2Cl)c(=O)n(-c2ccccc2)n1C	-3	-0.9	-2	-0.4	-8	2	0	12	9
CCc1onc(C)c1C(=O)Nc1cc(C)ccc1OC	/	-1.8	1	/	7	0	-21	3	9
O=C(CSc1nnc(-c2ccco2)n1CC1CCCO1)N1CCCCC1 (configuration not stated)	2	-0.2	-1	0.6	-4	2	11	1	0
Cc1c(Cl)cccc1NC(=O)C(C)n1c(=O)cc(C)c2c(C)nn(-c3ccccc3)c21 (configuration not stated)	/	0.2	-4	-0.8	11	1	-8	-3	-8
CC1CCCCC1NC(=O)COC(=O)COc1ccc(Cl)cc1 (configuration not stated)	10	0.0	-4	-1.2	-20	1	-4	20	24
Cc1cc(S(=O)(=O)NCc2ccccc2)ccc1OCC(=O)Nc1cccc([N+](=O)[O-])c1	/	-0.3	-6	/	-10	4	-8	/	28
COc1ccc(C)cc1NC(=O)c1ccc(CN2CCc3ccccc3C2)cc1	26	-0.8	-5	1.3	-21	5	-21	-13	-2
COCCCn1c(=N)c(C(=O)NCc2cccnc2)cc2c(=O)n3cc(C)ccc3nc21	/	0.2	0	0.5	11	1	/	-6	-1
Cc1ccc2c(Sc3ccc(Cl)cc3)c(C(=O)N3CCCCC3)[nH]c2c1	/	-0.5	-3	-1.6	10	5	-25	-1	0
COc1cc2nc(SCC(=O)NCCc3ccccc3)n(Cc3ccco3)c(=O)c2cc1OC	-3	0.1	0	-0.3	9	2	-11	19	6
C=Cc1ccc(CN2CCCN(Cc3ccc(Cl)cc3)S2(=O)=O)cc1	7	1.6	-4	0.9	1	5	-8	9	8
Cc1ccc(NC(=O)Cc2ccccc2Cl)cc1S(=O)(=O)N(C)C	3	-1.7	-2	-2.0	-3	6	/	-9	-4
CCC(C)(C)n1nnnc1C(c1cccs1)N1CCN(Cc2ccccc2)CC1 (configuration not stated)	0	-0.9	-1	-1.3	-10	0	6	22	3
COc1cccc(C(=O)/C=C/Nc2cc(C)ccc2O)c1	8	2.8	7	0.1	-6	7	-78*	-11	6
COc1ccccc1NC(=O)Nc1ccc(N2CCOCC2)cc1	4	0.5	0	0.5	-43*	-1	4	-23	7
Cc1ccc(C(=O)Nc2cnc3sc(C)nn3c2=O)cc1	/	0.3	0	/	-21	2	-13	0	-3
CC1(C)N=C(c2cccc(F)c2)C(=O)N1	-8	-0.2	-13	-1.4	2	0	13	-17	-1
COc1ccc(OCc2nnc(SCC(=O)N3CCCCC3)o2)cc1	11	0.3	7	-0.6	-2	4	-20	17	-1
Cc1cc(C)c(S(=O)(=O)N2CCN(S(=O)(=O)N3CCC(C)CC3)CC2)c(C)c1	3	-0.1	-7	-0.5	-3	5	-8	-4	-3

Quoted at random: 6 records from the list.
SMILES	D2 antag	TRHR ag	D1 potentiator	D2 agonist	D1 antagonist	D1 ag	RXFP1 antagonist	D2 potentiator	TRHR enhancer
CNc1ncc(C(=O)c2ccc(Cl)c(Cl)c2)s1	8	0.6	-2	0.6	5	2	3	15	-5
Cc1noc(NS(=O)(=O)c2ccc(NC(=O)CSc3nc4c(cc3C#N)CCCCC4)cc2)c1C	/	-0.8	-1	/	-5	-1	24	/	6
CC(Sc1nnc(-c2ccco2)n1C)C(=O)Nc1ccc(N2CCOCC2)cc1 (configuration not stated)	0	-0.1	-5	0.3	30	0	-5	-2	-2
O=C(CSc1nnc(-c2cccnc2)o1)Nc1ccccc1F	-10	0.4	-8	-0.9	-10	0	-3	-2	-13
O=C(NCCc1cccc(Cl)c1)c1cccc([N+](=O)[O-])c1	3	-1.6	-4	-1.0	-42*	4	-3	-4	-3
Cc1nc(N2CCOCC2)nc(OCCN(C)C)c1[N+](=O)[O-]	0	0.0	2	0.7	10	1	1	13	4
